Screening data (PubChem BioAssay)
SRC1 inh – SRC1 coactivator transcriptional activity inhibitors, primary screen, cell-based, luminescence | inhibition, % at 3.6 µM | Nuclear receptor coactivator 1 (Homo sapiens), Q15788 | 0.12% of 360,000 active | AID 588354, 2011 | HEK293 GAL4-SRC1 luciferase reporter;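 active = inhibition above the campaign mean plus 3 SD, with each screening campaign given its own cutoff, cut at about 60% in these data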;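 also: 0% = DMSO treated cells and 100% = gossypol at 36 µM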
TRAIL sens C8 – viability loss with TRAIL in NB7+C8 cells, primary screen, TRAIL sensitizer project, cell-based, ATPlite luminescence. inhibition (viability loss, TRAIL sensitization), % at 10 µM. 1% of 360,000 active. AID 624354, 2012;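 active = compounds causing at least 50% loss of cell viability in the single-dose screen, relative to plate controls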
LRH-1 inv ag – LRH-1 (NR5A2) inverse agonists, primary screen, cell-based, luminescence, HEK293T, StAR-luciferase reporter. LRH-1 transfected, 24 h. inhibition, % at 3.6 µM. 0.13% of 360,000 active. AID 602396, 2012;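 active = inhibition above the mean inhibition of all tested compounds plus 3 SD, cut at about 73% in these data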;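 also: 0% = DMSO wells and 100% = reporter-only cells lacking LRH-1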
LMP1 NFkB inh – EBV LMP1-driven NF-kappaB luciferase reporter inhibitors, primary screen, cell-based, luminescence, single point; inhibition, % at 12.5 µM; LMP1-induced NF-kappaB luciferase reporter cells; 0.69% of 350,000 active; in the data active = inhibition above about 41%;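 also: 0% = neutral control wells and 100% = reference inhibitor control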
TLR9-MyD88 block – inhibitors of TLR9-MyD88 association in cells, primary screen, cell-based, CHO, BLA complementation, fluorescence; Toll-like receptor 9 (Homo sapiens) + Myeloid differentiation primary response protein …; CCF4 FRET ratio; inhibition, % at 4.98 µM; 0.21% of 340,000 active; AID 504734, 2011;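 active = inhibition above the mean over all tested compounds plus 3 SD, cut at about 21% in these data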;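 also: 0% = DMSO only wells and 100% = clavulanate BLA inhibitor control wells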
Target sequence (Q99836 whole entry, looked up): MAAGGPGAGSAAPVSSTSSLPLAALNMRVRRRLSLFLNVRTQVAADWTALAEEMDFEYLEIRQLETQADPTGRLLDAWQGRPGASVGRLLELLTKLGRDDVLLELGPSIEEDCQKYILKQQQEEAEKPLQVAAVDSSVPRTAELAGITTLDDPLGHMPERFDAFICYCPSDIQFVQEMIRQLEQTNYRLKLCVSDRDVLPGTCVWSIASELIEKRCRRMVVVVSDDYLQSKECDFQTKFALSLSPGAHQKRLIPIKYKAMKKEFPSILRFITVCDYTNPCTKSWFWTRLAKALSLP
Target sequence (Q9NR96 whole entry, looked up): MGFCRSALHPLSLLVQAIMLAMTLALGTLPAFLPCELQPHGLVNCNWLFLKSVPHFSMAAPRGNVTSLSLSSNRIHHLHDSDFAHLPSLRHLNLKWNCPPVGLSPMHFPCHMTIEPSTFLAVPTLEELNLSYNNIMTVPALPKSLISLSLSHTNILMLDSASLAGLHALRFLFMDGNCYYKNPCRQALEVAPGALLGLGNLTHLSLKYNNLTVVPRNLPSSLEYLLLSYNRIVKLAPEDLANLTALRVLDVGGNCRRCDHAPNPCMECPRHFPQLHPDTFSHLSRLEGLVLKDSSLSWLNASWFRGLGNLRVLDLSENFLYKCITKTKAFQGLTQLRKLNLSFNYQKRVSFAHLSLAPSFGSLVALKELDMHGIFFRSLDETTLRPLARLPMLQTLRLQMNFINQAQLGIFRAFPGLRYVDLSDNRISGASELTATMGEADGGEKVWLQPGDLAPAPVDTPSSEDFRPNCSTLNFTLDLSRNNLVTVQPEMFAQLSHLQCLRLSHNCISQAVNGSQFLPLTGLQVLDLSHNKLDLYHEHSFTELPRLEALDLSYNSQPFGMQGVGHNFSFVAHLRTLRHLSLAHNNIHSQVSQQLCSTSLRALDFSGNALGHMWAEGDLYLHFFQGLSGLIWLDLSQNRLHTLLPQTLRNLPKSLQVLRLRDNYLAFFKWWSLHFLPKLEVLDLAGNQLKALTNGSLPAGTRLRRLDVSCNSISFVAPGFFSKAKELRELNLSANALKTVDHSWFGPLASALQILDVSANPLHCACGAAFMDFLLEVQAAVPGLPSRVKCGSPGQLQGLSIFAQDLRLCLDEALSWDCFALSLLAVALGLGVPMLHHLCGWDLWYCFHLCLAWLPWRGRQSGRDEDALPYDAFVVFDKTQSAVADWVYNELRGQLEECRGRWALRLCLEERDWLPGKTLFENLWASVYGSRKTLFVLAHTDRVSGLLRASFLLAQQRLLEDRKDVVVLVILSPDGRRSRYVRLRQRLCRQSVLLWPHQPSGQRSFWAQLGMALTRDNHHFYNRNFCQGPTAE
NCOA2 inhibitor – inhibition of GAL4-SRC2 driven luciferase reporter, primary screen, SRC2 inhibitor project, cell-based, luminescence | inhibition, % at 9 µM | Nuclear receptor coactivator 2 (Homo sapiens), Q15596 | HEK293 GAL4-SRC2 luciferase reporter | 0.17% of 370,000 active;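 active = inhibition above the mean inhibition of all tested compounds plus 3 SD, set per campaign, cut at about 52% in these data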;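 also: 0% = DMSO treated cells and 100% = cells given Gossypol at 36 µM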
TWEAK-Fn14 inh – inhibitors of TWEAK-Fn14 signaling, primary screen, luciferase reporter cells, uHTS; TWEAK-stimulated Fn14 reporter cells, luciferase luminescence, 8 h; inhibition, % at 10 µM; 2% of 360,000 active; in the data active = inhibition above about 50%
NCOA3 inh – SRC3 coactivator transcriptional activity inhibitors, primary screen, cell-based, luminescence. HEK293 GAL4-SRC3 luciferase reporter. 0.17% of 360,000 active. AID 588352, 2011. inhibition, % at 3.6 µM;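 active = inhibition above a per-campaign cutoff, the mean of all compounds plus 3 SD, cut at about 60% in these data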;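 also: 0% = DMSO-treated cells and 100% = gossypol-treated cells at 36 µM; higher means less SRC3-driven luciferase light from the GAL4 reporter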
NOD2 RIPK2 PPI – NOD2-RIPK2 binding disruptors in cells, primary screen, fluorescence, CHO cells, BLA complementation | CCF4 ratio | 0.38% of 360,000 active | Receptor-interacting serine/threonine-protein kinase 2 (Homo sapiens), O43353 | inhibition, % at 4.98 µM; in the data active = inhibition above about 21%;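 also: 0% = vehicle only and 100% = reference blocker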
COUP-TFII inh – NR2F2 transcriptional activity inhibitors, primary screen, cell-based, luciferase reporter, HEK293T, luminescence; 0.7% of 370,000 active; AID 686940, 2013; inhibition, % at 8.6 µM; HEK293T NGFI-A luciferase reporter;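 active = inhibition above a per-plate cutoff, mean inhibition of test wells between control levels plus 3 SD, cut at about 38% in these data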;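 also: cells cotransfected with COUP-TFII expression vector driving the NGFI-A reporter; 0% = median of COUP-TF2 test wells and 100% = reporter-only cells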
TROY signal inh – inhibitors of TROY-driven NF-kB signaling, primary screen, Q293 LMP1-TROYcd cells, NF-kB luciferase, uHTS | inhibition, % at 10 µM | AID 1347056, 2019 | Q293 LMP1-TROYcd NF-kB luciferase reporter, 4 h | 0.98% of 360,000 active;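 active = compounds whose plate-normalised and pattern-corrected inhibition of the luciferase reporter signal at the single screening dose is 50% or more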
Starred values were filed as active, the others as inactive; . = no result given. The list is partial. The share of hits here may be higher or lower than overall.

Structure,COUP-TFII inh,SRC1 inh,TLR9-MyD88 block,LRH-1 inv ag,TRAIL sens C8,NCOA2 inhibitor,NCOA3 inh,TWEAK-Fn14 inh,NOD2 RIPK2 PPI,TROY signal inh,LMP1 NFkB inh
CN(CCc1ccccc1)C(=O)CC1C(=O)NCCN1Cc1ccccn1 (configuration not stated),7,-59,-1,1,-5,-26,4,-7,3,1,1
COc1ccccc1S(=O)(=O)Nc1cccc(-c2nnc3n2CCCCC3)c1,12,-6,-11,-9,-17,-9,-8,3,1,2,-4
COC(=O)c1cccc(NC(=O)CSc2nnc(-c3ccco3)o2)c1,9,-14,3,-4,-14,-24,-4,13,-3,-5,-2
Cc1cc(C)cc(C(=O)N2CC(C)SC2=Nc2cccc(S(=O)(=O)N(C)C)c2)c1 (configuration not stated),-7,17,-3,-26,2,-2,11,8,0,-19,-6
O=C(CNC(=O)c1ccc([N+](=O)[O-])cc1)N/N=C\c1ccc(OC(=O)c2ccccc2)cc1,-12,-21,15,7,8,-14,-2,-40,-2,-11,0
O=C(COC(=O)C1=COCCO1)Nc1ccc(Cl)cn1,-14,-12,-6,1,0,-8,8,21,-4,-16,-4
CCC(C)[C@H](NC(=O)C1CCN(C(=O)[C@H](Cc2ccccc2)NC(=O)OC(C)(C)C)CC1)C(=O)O (some centres not stated),-1,1,-2,2,8,7,-4,-8,-15,-12,-10
COc1ccc(C2CC(c3ccccc3)=NN2c2ccc(Cl)c(C(=O)O)c2)cc1 (configuration not stated),-11,-54,-1,-15,2,1,-18,-7,-3,-53,0
S=C(c1cn(Cc2ccccc2)c2ccccc12)N1CCOCC1,18,-3,-2,-19,-6,-12,-14,11,-5,-41,-6
O=C(NCc1ccc2c(c1)OCO2)c1c(O)c2cccc3c2n(c1=O)CCC3,-8,2,2,9,-7,-30,-22,-7,6,-14,3
O=C(N/N=C/C=C/c1ccccc1)c1ccncc1,-3,-34,-7,-2,-3,-1,-1,2,-2,17,-4
O=C(CN(c1ccccc1)S(=O)(=O)c1ccccc1)N1CCOCC1,-11,5,1,-12,1,0,5,3,-6,-8,-5
CCN(CC)S(=O)(=O)c1cccc(C(=O)NNC(=O)c2ccc3[nH]c(=O)c(=O)[nH]c3c2)c1,-10,-15,-12,1,-3,13,14,3,-2,-4,2
CC(C)CN(C(=O)COC(=O)c1ccc(Cl)nc1)c1c(N)n(Cc2ccccc2)c(=O)[nH]c1=O,11,-3,-1,1,-11,-14,4,-2,-5,-4,0
COC(=O)c1c(NC(=O)CN2CCC3(O)CCCCC3C2c2ccccc2OC)sc(C)c1C (configuration not stated),11,5,10,8,5,29,4,-4,-9,-1,2
Cc1cnc(C(=O)N2CCN(S(=O)(=O)c3ccc(F)c(F)c3F)CC2)cn1,8,-2,2,-32,-2,16,-7,-8,5,8,8
CC1=C(C(=O)OCc2ccccc2)C(c2cccnc2)n2nnnc2N1 (configuration not stated),8,3,3,13,-5,4,12,7,-8,-9,10
O=C(c1ccc(F)cc1)C1CCN(C(=O)c2ccc(F)cc2)CC1,13,-25,1,13,-8,17,0,-7,-12,2,2
Cc1ccc(N(C(=O)c2snc(C(N)=O)c2N)C(C(=O)NCC2CCCO2)c2ccc(C)o2)c(C)c1 (configuration not stated),8,2,6,-3,-2,-12,7,9,7,-4,-8
CSCCC(NS(=O)(=O)c1ccccc1)C(=O)Nc1nccs1 (configuration not stated),-19,-17,-5,-2,-1,8,1,15,8,1,5
O=C(c1c(F)cccc1F)N(Cc1ccccn1)C1CC1,-3,-5,-4,5,-3,-13,-13,-49,-9,-7,-1
COc1ccc(NC(=O)CSc2nnnn2-c2ccc(OC)cc2)cc1,8,-26,0,7,-2,16,-2,-3,3,8,0
Cc1ccc(C(=O)C[n+]2ccccc2)cc1,6,-6,1,-22,10,-11,-3,11,-1,-14,68*
CC(C)C(=O)Nc1ccc(NC(=S)NC(=O)c2cc3ccccc3o2)cc1,-7,-5,-2,1,-7,1,4,-38,3,-23,-5
CC(=O)N1CCN(C(=O)C2(NC(=O)Nc3cccc(F)c3)CCCCC2)CC1,11,-1,-3,4,-3,0,16,3,5,-27,-4
Cc1nnc(NC(=O)Nc2ccc(Cl)c(Cl)c2)s1,7,0,2,1,31,-11,16,16,-1,3,13
CC(NS(=O)(=O)c1ccccc1Cl)C1CC2CCC1C2 (configuration not stated),16,0,-10,0,10,-11,15,23,10,4,3
O=C(O)CNS(=O)(=O)c1cc(Cl)c(Cl)cc1Cl,-1,-11,1,-21,3,-19,15,12,0,0,-1
COc1ccc(C2CC(C(F)(F)F)n3nc(C(=O)O)c(Br)c3N2)cc1 (configuration not stated),-2,-6,-2,8,8,7,-11,0,5,0,-3
CN(c1ccc(C(=O)Nc2ccccc2C(=O)N2CCCC2)cc1)S(C)(=O)=O,-4,-3,3,17,-8,-12,3,3,1,-1,-10
Cn1c(CNC(=O)c2ccco2)nnc1SCC(=O)Nc1ccc(Cl)cc1,-7,-2,-7,17,-4,-4,1,-13,11,7,0
CSCCNC(=O)c1ccc2nc(Cc3ccccc3F)oc2c1,-59,-102,-13,-99,9,-67,-76,-45,-1,-43,-22
CCc1ccc(OCC(=O)Nc2ccc(-c3cc4ccccc4oc3=O)c(OC)c2)cc1,10,-17,2,-20,12,-21,-13,73*,-2,35,36
CSc1ccc(-c2nc(O)c3cnccn23)cc1,-30,-28,2,-1,-3,-8,3,-2,5,-11,2
CC(/C=N/NC(=O)c1ccncc1)=C\c1ccccc1,-29,-9,10,-5,26,-25,-10,-22,-8,-48,7
COc1cccc(CNS(=O)(=O)c2cc(-c3cc(C)no3)ccc2C(C)C)c1,7,2,-13,-4,21,4,-4,-3,-9,-6,-1
COc1ccccc1NS(=O)(=O)c1ccc(C(=O)NCC(c2cccs2)N2CCOCC2)cc1 (configuration not stated),-12,5,-1,-12,-12,-3,-11,6,-10,-14,9
CCOC(=O)C1=C(c2ccccc2)NC(=O)NC1c1ccc(N(C)C)cc1 (configuration not stated),-18,-7,-6,11,0,0,-11,12,-8,7,5
Cc1cc(S(=O)(=O)N2CCN(C(=O)c3ccco3)CC2)ccc1F,24,18,3,-9,-3,30,12,-12,-11,19,-17
CCOc1ccc(CCNC(=O)COC(=O)COc2cc(C)cc(C)c2)cc1OCC,11,-18,-1,-2,-10,-4,-14,8,-6,3,-1
CCOC(=O)C1=C(CC)Nc2ccccc2N=C1NC(=O)c1ccc(OC)c(S(=O)(=O)N2CCCCC2C)c1 (configuration not stated),6,-13,-15,2,-4,19,-1,-16,-1,8,3
CCCCNc1nc(Nc2ccc(C)c(Cl)c2)c2cnn(C)c2n1,5,7,-5,-5,-4,8,7,29,-1,4,-10
CC(C)C[C@H]1CN(CCCC[C@@H]2CNC(=O)C(=O)N2Cc2ccccc2)C(=O)C(=O)N1CCc1ccc(O)cc1,3,.,.,0,5,-6,.,-4,4,8,.
COc1ccc(OC)c(C(=O)NC(CC(N)=O)c2ccc(NCCN3CCCCC3)c([N+](=O)[O-])c2)c1 (configuration not stated),-8,7,-9,-15,4,-13,2,2,2,-7,5
COc1ccccc1/C=C/C=C1N=C(/C=C/c2ccc(Cl)cc2)OC/1=O,20,-12,4,-6,-10,12,-6,4,-2,-1,-10
COC(=O)[C@]12CCCCC=C1N(Cc1ccc(Cl)cc1Cl)C(=O)[C@H](CC(=O)NCc1ccc(OC)c(OC)c1)C2,20,.,.,-21,18,0,.,49,-3,33,.
CN1CCN(CCOc2ccc(Cl)c(Cl)c2)CC1,7,3,-7,-8,4,-10,1,15,-9,-2,3
S=C(Nc1cccc(Br)c1)N1CCn2cccc2C1c1cccnc1 (configuration not stated),6,4,-8,1,-19,7,-3,2,-10,-12,-1

The last two entries of the section above open the next one.
Structure,COUP-TFII inh,SRC1 inh,TLR9-MyD88 block,LRH-1 inv ag,TRAIL sens C8,NCOA2 inhibitor,NCOA3 inh,TWEAK-Fn14 inh,NOD2 RIPK2 PPI,TROY signal inh,LMP1 NFkB inh
CN1CCN(CCOc2ccc(Cl)c(Cl)c2)CC1,7,3,-7,-8,4,-10,1,15,-9,-2,3
S=C(Nc1cccc(Br)c1)N1CCn2cccc2C1c1cccnc1 (configuration not stated),6,4,-8,1,-19,7,-3,2,-10,-12,-1
COc1ccc(S(=O)(=O)NCC2CCCO2)cc1Cl (configuration not stated),5,-27,-7,-8,-2,-23,6,10,-5,5,-5
CCCn1nnnc1NCc1ccccc1Cl,-11,-27,-6,-5,-13,12,-27,-15,10,4,4
CC(C)CCNC(=O)C1(C)CCN1Cc1ccc(-c2ccccn2)cc1 (configuration not stated),18,4,.,15,-5,19,19,-27,-3,-32,.
O=C(N/N=C/c1cc(Br)c(O)c(Br)c1O)c1ccc2c(c1)OCCO2,-16,-26,7,-44,40,-24,-27,25,-5,-6,19
O=C(CSc1nnc(Cc2cccs2)n1Cc1ccco1)Nc1cccc(Cl)c1,7,-4,0,-3,4,6,0,5,3,-1,-1
CC1CCCN(C(=O)c2cc3ccccc3cc2O)C1 (configuration not stated),-16,-45,-8,-9,1,12,10,-2,-2,-8,-10
CC(=O)c1ccc(Nc2ccc(-c3ccccc3F)nn2)cc1,-49,-72,3,-179,48,-36,-123,25,3,-33,-18
COc1ccc(N2CCN(C3CCCCC3NS(=O)(=O)c3ccccc3)CC2)cc1 (configuration not stated),10,1,-3,-1,-27,10,8,5,-6,1,36
Cc1cc(=O)[nH]c(N2CCN(c3ccc(Cl)cc3)CC2)n1,-3,14,-5,1,-4,-10,13,-4,3,1,4
Cc1ccccc1NC(=S)NCc1ccccc1,5,-13,2,-14,-6,3,-3,4,5,8,10
CCOCCn1c2ccccc2c2nc3ccccc3nc21,-12,-34,-13,4,15,-23,-16,-7,0,-43,-11
COc1ccc(OC)c(S(=O)(=O)Nc2ccc3c(c2)C(=O)OC3)c1,-1,16,-4,9,16,14,24,2,-2,9,1
CC(=O)NC(C)C(=O)OCc1ccc(Cl)cc1Cl (configuration not stated),13,1,-3,-13,0,-22,5,7,-2,-16,-3
CCN1C(=O)C(O)(CC(=O)c2cc(C)ccc2C)c2ccccc21 (configuration not stated),10,-23,18,-16,16,6,5,-1,0,-2,-3
O=C(Nc1ccon1)c1cc2c(s1)CCCCCC2,-52,-101,5,-125,16,-22,-71,2,-4,-25,-33
